Source: PubChem BioAssay
LYPLA2 counter: blocks human lysophospholipase 2, a PME1 counter-screen; inhibition, % at 5.9 µM; 0.38% of 320,000 active; O95372; recombinant LYPLA2, FP-Rh probe fluorescence polarization;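 active = inhibition above the screen-wide mean plus 3 SD, limit set per campaign, cut at about 26% in these data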;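 also: 0% = LYPLA2 with DMSO and 100% = wells lacking LYPLA2 enzyme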
Target sequence (O95372 whole entry, looked up): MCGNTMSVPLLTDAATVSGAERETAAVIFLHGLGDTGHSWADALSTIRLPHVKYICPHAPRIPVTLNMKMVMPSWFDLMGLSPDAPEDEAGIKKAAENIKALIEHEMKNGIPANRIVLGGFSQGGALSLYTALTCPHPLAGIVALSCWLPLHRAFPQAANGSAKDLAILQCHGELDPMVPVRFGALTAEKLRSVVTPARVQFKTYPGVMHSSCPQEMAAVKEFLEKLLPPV
TPT1 inhibitor: blocks Candida albicans tRNA 2'-phosphotransferase; recombinant caTPT1, FP RNA substrate dephosphorylation; inhibition, % at 5 µM; 0.81% of 300,000 active;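 active = inhibition above the mean of all tested compounds plus 3 SD, set per screening campaign, cut at about 24% in these data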;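 also: plate controls were DMSO alone for no effect and ferristatin control at 100 nM for full effect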
Fh CTSL1 inh: blocks F. hepatica cathepsin L1 in PFM18AAP counter-screen; recombinant F. hepatica cathepsin L1, Z-Leu-Arg-MCA fluorescence; inhibition, % at 5.96 µM; 0.49% of 300,000 active; AID 1906;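 active = inhibition above the mean of all tested compounds plus 3 SD, set per screening campaign, cut at about 17% in these data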;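 also: 0% = plate median of test compound wells and 100% = 1 µM Z-Phe-Ala-diazomethylketone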
GASC-1 inh: inhibitors of human GASC-1 (JMJD2C) demethylase. Q9H3R0. GST-JMJD2C(1-420) H3K9me3 demethylation, DELFIA europium. inhibition, % at 2.35 µM. 0.069% of 330,000 active. AID 2099;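 active = more than half of a compound's replicate wells show inhibition beyond 50%, single wells judged on their own value; inconclusive = some, but no more than half, of replicates pass 50% inhibition; inactive = no replicate passes 50% inhibition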;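 also: signal counts dimethyl H3K9 product captured on neutravidin plate; 0% = median of DMSO wells and 100% = 0.3 times that DMSO median; strong numbers were not always called active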
HCV core dimer: blocks dimerization of HCV core protein | 0.33% of 300,000 active | TR-FRET GST/Flag-core106 dimerization, 1536-well | inhibition, % at 5 µM;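 active = inhibition above the mean of all tested compounds plus 3 SD, set per screening campaign, cut at about 45% in these data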
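Assay system: GST-tagged and Flag-tagged HCV core protein residues 1-106 / Times: compound-protein-antibody incubation 4 h at 22.5 °C / Signal: time-resolved FRET, ex 340 nm, em 617 and 671 nm / Evaluation: % inhibition based on acceptor/donor emission ratio / Benchmarks: wells lacking GST-core106 and wells with excess unlabelled core106 / Repeats: singlicate, one well per compound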
Efflux pump inh: blocks antifungal efflux pumps in multiplex yeast assay; 0.44% of 330,000 active; S. cerevisiae Candida pump triplex, Nile Red efflux; inhibition, % at 10 µM;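 active = plate passing quality check with inhibition over a set limit, or well fluorescence over plate mean plus 4 SD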;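 also: Nile Red retained in pooled yeast measured as flow cytometry median fluorescence; 0% = buffer negative control and 100% = Enniatin B positive control; higher means more Nile Red kept so more efflux inhibition; some compounds called inactive have numbers as strong as hits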
PP1 inh: blocks human PP1-alpha phosphatase, a PP5 counter-screen. purified PP1alpha, OMFP fluorescence. P62136. 0.9% of 320,000 active. inhibition, % at 6.7 µM;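 active = inhibition above the mean inhibition of all tested compounds plus 3 SD, computed separately for each screening campaign, cut at about 15% in these data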
Target sequence (P62136 whole entry, looked up): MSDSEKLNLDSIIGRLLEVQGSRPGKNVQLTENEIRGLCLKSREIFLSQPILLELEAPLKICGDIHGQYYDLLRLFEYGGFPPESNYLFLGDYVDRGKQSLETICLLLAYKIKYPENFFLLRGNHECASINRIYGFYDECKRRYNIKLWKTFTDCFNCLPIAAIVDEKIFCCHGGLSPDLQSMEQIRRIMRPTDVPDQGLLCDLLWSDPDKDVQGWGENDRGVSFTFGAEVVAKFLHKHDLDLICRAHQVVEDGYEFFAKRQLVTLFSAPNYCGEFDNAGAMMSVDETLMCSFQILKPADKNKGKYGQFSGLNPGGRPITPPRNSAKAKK
PP5 inh: blocks human protein phosphatase 5 activity; P53041; purified PP5c, OMFP substrate fluorescence; inhibition, % at 6.7 µM; 0.18% of 320,000 active;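 active = inhibition above the campaign's mean inhibition across all tested compounds plus 3 SD, cut at about 9.5% in these data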;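 also: 0% = DMSO only and 100% = 100 µM cantharidin control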
Target sequence (P53041 whole entry, looked up): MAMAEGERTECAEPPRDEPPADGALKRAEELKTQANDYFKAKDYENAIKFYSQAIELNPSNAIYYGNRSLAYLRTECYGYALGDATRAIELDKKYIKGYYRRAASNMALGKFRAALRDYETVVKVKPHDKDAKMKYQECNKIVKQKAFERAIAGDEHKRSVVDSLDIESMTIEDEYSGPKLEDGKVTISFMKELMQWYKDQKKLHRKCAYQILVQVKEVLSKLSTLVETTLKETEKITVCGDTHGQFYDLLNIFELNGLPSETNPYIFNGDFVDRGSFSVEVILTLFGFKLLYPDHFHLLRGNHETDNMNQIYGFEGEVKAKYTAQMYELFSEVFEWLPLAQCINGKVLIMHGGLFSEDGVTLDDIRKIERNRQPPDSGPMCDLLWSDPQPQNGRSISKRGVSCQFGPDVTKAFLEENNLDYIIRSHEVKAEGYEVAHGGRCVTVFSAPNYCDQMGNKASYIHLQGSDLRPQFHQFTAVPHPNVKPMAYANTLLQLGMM
PREPL inhibitor: inhibitors of human prolyl oligopeptidase-like enzyme PREPL | Q4J6C6 | recombinant PREPL, fluorescence polarization activity-based probe | inhibition, % at 5.96 µM | 0.68% of 320,000 active | AID 2751; in the data active = inhibition above about 43%;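 also: 0% = enzyme with DMSO and 100% = wells lacking enzyme; many of its hits are not listed in these tables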
An asterisk follows results filed as active; ? = inconclusive; . = no result given; & = joins results of further samples. Not all compounds are listed. The share of hits here may be higher or lower than overall.

SMILES	LYPLA2 counter	TPT1 inhibitor	Fh CTSL1 inh	GASC-1 inh	HCV core dimer	Efflux pump inh	PP1 inh	PP5 inh	PREPL inhibitor
CC(C#N)(NC(=O)CN1CCN(S(=O)(=O)c2ccc(Br)cc2Cl)CC1)C1CC1 (stereo not given)	2	.	.	-1	.	-0.3	-1	3.1	10
O=C(COC(=O)CCNS(=O)(=O)c1ccccc1)NNC(=O)c1ccccc1	-1	5	-11	0	0	0.0	-6	-1.3	-6
Cc1cccc2cc(/C=C/C(=O)c3ccco3)c(Cl)nc12	-5	3	1	11	5	0.2	-1	2.0	-14
Cc1ccc(S(=O)(=O)N2CCN(Cc3cc(C(C)(C)C)ccc3O)CC2)cc1	-5	-3	4	7	7	0.1	1	3.0	-5
CC(=O)Nc1ccc(S(=O)(=O)N(C#N)c2nc(N(C)C)nc(N(C)C)n2)cc1	4	-3	-1	4	-2	0.2	2	1.4	-15
COc1ccc(-n2ncc3c2CC(C)(C)CC3NC(=O)CCN2CCCC2=O)cc1 (stereo not given)	0	-3	7	6	6	0.0	-2	0.0	9
O=C(c1sc2cc(F)ccc2c1Cl)N1CCN(c2cccc(Cl)c2)CC1	7	-1	-7	-3	-1	1.5	2	1.2	4
CC(=O)N1CCN(C(=O)c2ccc(-c3ccccc3Cl)o2)CC1	0	.	.	8	.	-0.2	-2	-0.3	10
CN1CCc2cccc3c2C1Cc1ccc(O)c(O)c1-3 (stereo not given)	0	-4	-2	4	-1	-0.3	1	1.1	7
O=c1c2c(nc3n1CCCCC3)-c1ccccc1CC21CCCC1	3	-1	-1	0	0	-0.1	0	2.4	18
COc1cc(CC(=O)Nc2cccc(SC)c2)cc(OC)c1OC	6	1	1	-9	-1	0.0	-1	2.2	-8
COc1cc(OC)cc(C(=O)NCC(=O)N2CCC(C)CC2)c1	3	-1	4	3	-2	0.3	-6	4.5	4
COc1ccc(CCNC(=S)NC(=O)c2cc(OC)c(OC)c(OC)c2)cc1OC	-2	-2	1	4	-3	-0.1	-6	-0.1	5
COc1ccc(OC(=O)COc2ccc(C)cc2)cc1	6	-2	-20	3	3	-0.1	1	-0.2	-7
Cc1ccccc1NC(=O)Cc1nnc(SCC(=O)NC2CCCCC2)n1C	-9	1	10	3	-13	0.1	-6	1.2	2
CC(C)CNC(=O)C1Nc2ccc(OC(F)(F)F)cc2C2C=CCC12 (stereo not given)	1	2	0	15	8	-0.2	3	0.2	5
CC(C)(C)c1ccc(S(=O)(=O)NNC(=O)c2cc3ccccc3[nH]2)cc1	-1	0	1	9	6	0.3	0	3.1	-45
CSc1ccccc1NC(=O)c1cc(-c2ccc3c(c2)OCO3)on1	1	1	0	-20	-4	1.6*	3	2.1	-4
O=C(Nc1ccccc1)Nc1cccc(-c2cn3cccnc3n2)c1	-7	4	2	-3	-1	0.0	0	0.2	-6
CCCCn1c(N)c(N(Cc2ccccc2OC)C(=O)c2ccc(N3CCCC3=O)cc2)c(=O)[nH]c1=O	0	0	0	-1	-3	0.0	-3	-1.1	13
CC(C)(C)c1ccc(-n2ncc3c2CCCC3NC(=O)c2csnn2)cc1 (stereo not given)	-7	0	-9	45	-3	0.0	6	-5.9	-2
Cc1ccc(NC2(c3nnnn3-c3c(C)cccc3C)CCCCC2)cc1	1	-4	-1	6	1	0.0	2	2.0	14
CCOC(=O)c1c(C)[nH]c(C(=O)OCc2ccc(C)cc2)c1C	-4	1	1	-5	-3	-0.8	-1	5.3	-17
COc1ccccc1C(=O)Nc1cc(Cl)ccc1O	1	1	2	3	1	-0.2	-1	0.8	5
Cc1cccc(NC(=O)CCc2nc3sc4c(c3c(=O)[nH]2)CCCC4)n1	-8	9	2	?	8	0.1	-7	0.5	4

Whole records as entered above.
Shown for CC(C)CNC(=O)C1Nc2ccc(OC(F)(F)F)cc2C2C=CCC12 (stereo not given) → LYPLA2 counter = 1; TPT1 inhibitor = 2; Fh CTSL1 inh = 0; GASC-1 inh = 15; HCV core dimer = 8; Efflux pump inh = -0.2; PP1 inh = 3; PP5 inh = 0.2; PREPL inhibitor = 5
Shown for COc1ccc(CCNC(=S)NC(=O)c2cc(OC)c(OC)c(OC)c2)cc1OC → LYPLA2 counter = -2; TPT1 inhibitor = -2; Fh CTSL1 inh = 1; GASC-1 inh = 4; HCV core dimer = -3; Efflux pump inh = -0.1; PP1 inh = -6; PP5 inh = -0.1; PREPL inhibitor = 5

Next records.
SMILES	LYPLA2 counter	TPT1 inhibitor	Fh CTSL1 inh	GASC-1 inh	HCV core dimer	Efflux pump inh	PP1 inh	PP5 inh	PREPL inhibitor
COc1ccc(CNC(=O)C2CCCN(Cc3nc(-c4cccc(C)c4)oc3C)C2)cc1 (stereo not given)	-7	1	6	-5	-7	0.0	1	-0.5	-26
COc1ccc(-c2cc(C(=O)O)c3sc(N4CCCCC4)nc3n2)cc1OC	0	6	5	-13	-2	0.2	0	2.5	-8
CC(C)(C)OC(=O)N[C@@H](Cc1ccccc1)c1nnc(SCC(=O)c2ccc(Cl)cc2)o1	-5	2	10	1	7	0.2	4	0.4	4
CCOc1ccccc1CN1CCNC(=O)C1CC(=O)NCc1ccccn1 (stereo not given)	0	-4	2	2	1	0.3	3	-0.5	8
Cc1cc(Cl)c2oc(C(=O)N(CCO)Cc3ccccc3)c(C)c2c1	5	0	-4	2	4	0.0	0	1.6	-8
CN(Cc1ccc(F)cc1)C(=O)c1cccc(NS(=O)(=O)c2ccccc2)c1	14	-2	0	-20	-3	0.0	1	1.5	1
Cc1nc(NC(=O)c2cccnc2Cl)sc1C	7	3	3	-2	8	-0.1	-3	1.0	0
Brc1ccc(-c2nnc3sc(CNC4CCCC4)cn23)cc1	-5	1	-4	-12	-3	-0.1	2	1.9	-1
CCN(c1ccc(C)cc1C)S(=O)(=O)c1nnc(NC(=O)c2ccco2)s1	1	0	-2	10	20	0.0	5	2.6	-3
COc1cccc(-c2cc(C(=O)Nc3cc(OC)c(OC)c(OC)c3)no2)c1	-7	1	4	1	-2	0.0	-1	4.5	19
CC1Cc2ccccc2N1C(=O)c1nn(C)cc1Br (stereo not given)	1	2	5	-1	-3	0.5	0	-2.6	11
CC(c1ccccc1)C(Cc1nc2ccccc2[nH]1)c1nc2ccccc2[nH]1 (stereo not given)	-3	-2	11	-9	2	0.0	6	2.6	5
O=C(CSc1ncc(-c2ccc(F)cc2)n1Cc1ccco1)Nc1nccs1	9	-2	10	-8	7	0.1	5	-6.7	6
CCOC(=O)c1sc(NC(=O)CSc2nncn2C)nc1C	1	-1	6	-1	-3	0.1	0	-0.8	1
COc1ccc2oc(C(=O)OCC(=O)Nc3ccc(NC(C)=O)cc3)c(C)c2c1	-48	3	1	3	4	0.0	-1	-1.7	4
C=CCn1c(Cc2cccs2)nnc1SCC(=O)Nc1ccc(OC)cc1	-4	-3	-6	-10	-3	0.3	-4	2.4	1
O=C(Cn1cnc2ccccc21)N/N=C/c1ccco1	1	2	0	0	-1	-0.1	1	1.0	5
O=S(=O)(Nc1nc2ccccc2nc1Cl)c1ccc(F)cc1	-3	0	1	-2	6	0.1	6	1.5	0
CC(=O)N1c2ccc(S(=O)(=O)NCC3CCC(C(=O)N4CCC(C)CC4)CC3)cc2CC1C (stereo not given)	15	-2	1	-2	2	-0.1	-2	0.1	7
COc1ccc(C(=O)NCC(=O)OCC(=O)N2CCCc3ccccc32)cc1	0	0	-11	13	-5	-0.1	-1	3.1	-3
C=CCN1C(=O)CSc2ccc(C(=O)NCc3ccc(F)cc3)cc21	9	0	-2	-1	-4	-0.1	-3	0.8	12
O=C(OCC(=O)N1CCN(C(=O)c2ccco2)CC1)c1ccccc1C(=O)c1ccccc1	3	-5	1	-17&-21	-1	-0.1	-2	1.0	19
Cc1ccc(C(=O)N2CCN(c3ccccc3)CC2)cc1S(=O)(=O)N1CCOCC1	6	-1	4	3	9	0.0	1	1.0	31
Cc1nn(C)c(C)c1CN(C)C(=O)C1(C)CC1(Br)Br (stereo not given)	1	1	0	-23	-6	0.0	1	2.9	-6
CCOC(=O)C(C(C)C)C(N)Cc1ccc(F)cc1 (stereo not given)	-4	-4	-7	-3	-12	-0.2	10	3.2	9
SMILES	LYPLA2 counter	TPT1 inhibitor	Fh CTSL1 inh	GASC-1 inh	HCV core dimer	Efflux pump inh	PP1 inh	PP5 inh	PREPL inhibitor
CC(C)C[C@H](NC(=O)c1nc[nH]c1C(=O)NCCCCCNC(=O)OC(C)(C)C)C(=O)OCc1ccccc1	-10	-3	5	-3	-1	-0.2	6	5.2	14
CC(=O)Nc1ccc(NC(C)=C(C#N)C#N)cc1	2	1	-2	5	-9	0.2	-3	4.5	-6
N#CCCN1CCN(C(=S)c2ccc(-c3cccc(Cl)c3)o2)CC1	-2	3	2	6	-10	-0.1	2	2.3	1
O=C(Nc1ccc2c(c1)CCC2)c1cc(=O)[nH]c2ccccc12	2	-1	3	-2	1	0.0	4	0.1	3
COC(=O)c1oc(-c2ccc(Cl)cc2)nc1C	3	0	1	45	-4	0.1	-5	-4.0	2
COc1ccccc1NC(=O)CSc1nnc(CCC(=O)Nc2ccccc2F)n1C	5	2	-4	-3	0	0.0	-4	-1.5	0
COc1ccc(CCNC(=O)CSc2nc(C)nc3c2oc2ccccc23)cc1OC	-2	-2	0	24	0	-0.1	-3	-1.1	15
O=C1/C(=C/c2cccc([N+](=O)[O-])c2)CCc2ccccc21	11	-2	-3	-4	9	0.0	-1	2.0	12
N#CC1CC(c2ccc([N+](=O)[O-])cc2)=NN1c1ccc([N+](=O)[O-])cc1 (stereo not given)	4	73*	4	-4	11	0.0	1	1.6	37
O=c1[nH]c(=O)c2nc3c4ccccc4c4ccccc4c3nc2[nH]1	-3	2	4	9	29	0.6	0	-0.8	25
CCN(CC)S(=O)(=O)c1ccc(N=Nc2c(C)[nH]n(C(N)=S)c2=O)cc1	6	-7	4	5	-8	-0.1	3	5.4	-2
O=C(Cn1nc(-c2ccccc2)ccc1=O)NCC1CCCO1 (stereo not given)	-2	-2	3	11	-6	-0.1	-5	1.7	19
O=C(c1ccc(=O)[nH]c1)N1CCN(S(=O)(=O)c2ccc3ccccc3c2)CC1	7	.	.	-1	.	0.2	0	0.5	3
Cc1onc(C(=O)Nc2cccnc2Cl)c1[N+](=O)[O-]	5	-2	1	0	-6	-0.1	-5	-0.3	6
CCOC(=O)c1ccc(-c2ccc(C=O)o2)cc1	6	0	2	1	1	0.0	1	3.5	5
Cc1ccc(Cn2ccnc2SCC(=O)NC2CCCC2)cc1	-1	7	-3	8	-8	0.0	-3	-1.0	6
COc1cc(-c2noc(C)c2C#CC2(N)CCCCC2)cc(OC)c1OC	2	-1	-1	-9	-4	0.0	0	2.7	-21
CN1CC2(C)CN(C(c3ccccc3)c3ccccc3)CC(C)(C1)C2O (stereo not given)	3	2	-1	.	-7	-0.1	-2	1.1	21
Cc1ccc(F)cc1NC(=O)CSc1ncccn1	-3	-2	4	-6	4	0.1	-1	-1.0	2
Cc1cc(C)c(C(=O)/C=C/C=C/c2ccccc2)c(=O)[nH]1	-4	3	15	8	9	0.0	-3	-1.8	0
CC1Sc2n(c3ccccc3[n+]2C)N=C1c1ccccc1 (stereo not given)	-2	0	1	-2	-11	-0.8	-3	-2.5	15
O=C(CSc1nnc(NC2CC2)s1)NN1C(=O)NC2(CCCCC2)C1=O	-3	.	.	9	.	-0.1	-4	1.1	7
O=C(CN1CC[C@@]2(O)CCCC[C@H]2[C@@H]1c1ccc(F)cc1)NCc1ccco1	1	-3	0	-1	-4	-0.2	-7	3.5	9
